# Assay outcomes (PubChem)
# ST2 inh: IL1RL1 inhibition; hit rate 2.3% among 78,000; AlphaLISA ST2-Fc/biotin-IL-33 interaction, 1 h; Q01638; inhibition, % for hits at 17 µM; in the data active = inhibition above about 30%; inconclusive = mostly about 10% to 28%
# Target sequence (Q01638 whole entry, looked up): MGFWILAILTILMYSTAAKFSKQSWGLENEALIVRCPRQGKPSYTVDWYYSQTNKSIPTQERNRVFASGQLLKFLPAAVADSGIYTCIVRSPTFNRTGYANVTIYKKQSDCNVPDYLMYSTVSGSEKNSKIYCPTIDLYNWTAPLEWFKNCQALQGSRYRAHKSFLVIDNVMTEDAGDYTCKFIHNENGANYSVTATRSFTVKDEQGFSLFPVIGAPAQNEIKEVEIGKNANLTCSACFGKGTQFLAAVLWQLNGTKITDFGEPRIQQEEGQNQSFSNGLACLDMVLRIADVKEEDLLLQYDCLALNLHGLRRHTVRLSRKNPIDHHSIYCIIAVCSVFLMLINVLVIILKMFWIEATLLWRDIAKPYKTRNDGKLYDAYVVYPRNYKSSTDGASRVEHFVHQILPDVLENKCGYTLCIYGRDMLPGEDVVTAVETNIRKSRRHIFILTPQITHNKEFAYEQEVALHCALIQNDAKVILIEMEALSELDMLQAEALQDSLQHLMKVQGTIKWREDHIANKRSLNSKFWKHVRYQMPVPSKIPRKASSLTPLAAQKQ
# Numbers without * were called inactive; i = inactive; ? = inconclusive.
# The first seven records (preview)
SMILES,ST2 inh
CCOc1ccc(NC(=O)CN2CCN(Cc3ccccc3)S2(=O)=O)cc1,?
Cc1cc(N2CCN(Cc3cc4n(n3)CCCNC4)CC2)n2ncnc2n1,?
CCCn1c(=O)c(C(=O)NC)c(O)c2ccccc21,i
CCOC(=O)c1nn(CCc2ccccc2)c2c1CN(C(=O)C1CC(=O)OC13CCCCC3)CC2 (centres undefined),i
CN(C)c1ccc(C(=O)N[C@H]2C[C@@H](c3nc(-c4ccccn4)no3)N(C)C2)cc1,i
O=C(NCc1cccnc1)C1CCN(c2ccccc2)C1=O (centres undefined),i
O=C(Nc1ccc(Cc2ccncc2)cc1)C1CCC(N2C(=O)C3CCCCC3C2=O)CC1 (centres undefined),i

# Main list, repeating the preview:
SMILES,ST2 inh
CCOc1ccc(NC(=O)CN2CCN(Cc3ccccc3)S2(=O)=O)cc1,?
Cc1cc(N2CCN(Cc3cc4n(n3)CCCNC4)CC2)n2ncnc2n1,?
CCCn1c(=O)c(C(=O)NC)c(O)c2ccccc21,i
CCOC(=O)c1nn(CCc2ccccc2)c2c1CN(C(=O)C1CC(=O)OC13CCCCC3)CC2 (centres undefined),i
CN(C)c1ccc(C(=O)N[C@H]2C[C@@H](c3nc(-c4ccccn4)no3)N(C)C2)cc1,i
O=C(NCc1cccnc1)C1CCN(c2ccccc2)C1=O (centres undefined),i
O=C(Nc1ccc(Cc2ccncc2)cc1)C1CCC(N2C(=O)C3CCCCC3C2=O)CC1 (centres undefined),i
Cc1cc2c(cc1-c1nccn1C(C)CCn1cccn1)OCCO2 (centres undefined),i
CC1=C(C(=O)Nc2ccc(C)cn2)C(c2ccccc2Cl)C2=C(CCCC2=O)N1 (centres undefined),i
COc1cc2c(cc1OC)C(C(=O)NCCN1CCOCC1)C1c3ccccc3CCN1C2=O (centres undefined),i
COc1cccc(-n2cc(CN(C)Cc3cc(C)c(C)o3)cn2)c1,i
COc1ccc(NC(C)(C)C(=O)NCc2ccc3[nH]c(C)c(C)c3c2)cc1,?
CC(=O)NCC1CCN(Cc2cccc(-n3nc(C)cc3C)c2)C1 (centres undefined),?
CCC(C)NC(=O)c1cc(-c2cccs2)nc2ccccc12 (centres undefined),i
Cn1cc(CC(=O)NCc2cc(-c3ccco3)on2)c2ccccc21,i
CC(=O)OC[C@@]12[C@H](O)C[C@]3(C)C(=CCC4[C@@]5(C)CC[C@H](O[C@@H]6O[C@H](C(=O)O)[C@@H](O[C@@H]7O[C@H](CO)[C@@H](O)[C@H](O)[C@H]7O)[C@H](O)[C@H]6O[C@@H]6O[C@H](CO)[C@@H](O)[C@H](O)[C@H]6O)[C@](C)(CO)C5CC[C@]43C)[C@@H]1CC(C)(C)[C@@H](OC(C)=O)[C@@H]2O (some centres undefined),i
Cc1c(C(=O)Nc2ccccc2C(=O)NCc2ccccc2)cccc1[N+](=O)[O-],?
CC(C)C[C@@H](NC(=O)C1=C[C@@H](NC(=O)CC(C)(C)C)[C@@H](O)[C@H](O)C1)C(N)=O,?
Cn1ccnc1-c1nccn1CC(c1ccc(F)cc1)N1CCCCC1 (centres undefined),?
O=C(CNS(=O)(=O)c1cccs1)N1CCN(c2cccc(Cl)c2)CC1,?
CCOc1ccccc1CN(CC)C(=O)c1ccccc1-n1cncn1,?
C[C@@H]1CN(Cc2ccc3c(c2)CN(C(=O)c2ccc(Oc4ccccc4)o2)CCO3)C[C@H](C)O1,i
CCc1ccccc1NCN1C(=O)c2ccccc2C1=O,?
NC(=O)N1CCN(C(=O)c2ccco2)CC1,i
O=C(Nc1ccc(Cl)c(N2CCCS2(=O)=O)c1)c1cccc(C(F)(F)F)c1,i
Cc1nonc1OCCNC(=O)CCN1CCCCCCC1,i
CCOC(=O)c1c(NC(=O)c2ccc(Br)o2)sc(C(C)=O)c1C,i
CCCn1cnc2c1CN(S(C)(=O)=O)[C@H](C(=O)OC)C2,?
COc1cc(OC2OC(COC3OCC(O)(CO)C3O)C(O)C(O)C2O)c2c(-c3ccc(O)c(O)c3)cc(=O)oc2c1 (centres undefined),33%*
CN(C(=O)c1cnn2c1CCCC2)[C@@H]1CCN(Cc2ccccc2)C1,?
O=C(C[C@@H]1CCNC[C@@H]1Cc1cc(-c2ccccc2)on1)NCCN1CCOCC1,i
CC1CCCCN1C(=O)c1cc2c(=O)n3ccccc3nc2n1C (centres undefined),i
O=C1c2ccc(Oc3cccc([N+](=O)[O-])c3)cc2C(=O)N1c1nccs1,i
c1cnc(Oc2ccc(CNC3CCCN(c4nc5ccccc5s4)C3)cc2)nc1 (centres undefined),i
COc1c(C)cc(-c2cncc(C(N)=O)c2)cc1C,i
CC(C)(C)CC(=O)Nc1ccccc1[N+](=O)[O-],i
O=C(Nc1ccccc1)c1ccccc1NC(=O)C1CCCCC1,i
O=C(c1ccc(F)c(F)c1)N1CCN=C1SCc1cccnc1,i
CC(C)c1ccc(NC(=O)N[C@H]2CO[C@H]3[C@@H]2OC[C@H]3O)cc1,?
OCc1ccc(-c2nccn2CC2COc3ccccc3O2)o1 (centres undefined),i
COc1cccc(NC(=O)CCC2CCN(Cc3cc4ccccc4o3)CC2)c1,i
Cc1cccc2sc(=NC(=O)c3ccc(S(=O)(=O)N(CCC#N)CCC#N)cc3)n(C)c12,i
Cc1cc(O)cc(C)c1CN1CCOC(CCCc2ccccc2)C1 (centres undefined),i
CC(=O)c1ccc(C(=O)NCc2csc(C)n2)cc1,i
CCN(CC)S(=O)(=O)c1ccc(OC)c(NC(=O)Cc2ccccc2[N+](=O)[O-])c1,i
CCC(=O)Nc1cccc(C(=O)NCCc2cc(C)ccc2C)c1,?
O=C(C1CC1)N1CCc2cc(Br)cc(S(=O)(=O)NCCN3CCOCC3)c21,i
O=C(c1ccccc1)N1CCN2C(=O)N(Cc3ccccc3)C(=O)[C@H]2C1,i
COc1ccc(N2CCN(Cc3ncccc3F)C(C)C2)cc1 (centres undefined),?
Cc1csc(=Nc2ccccc2)n1CC(=O)c1ccccc1,36%*
Cc1ccc(S(=O)(=O)N2CCC(C(=O)Nc3ccc4c(c3)OCO4)CC2)cc1,i
O=C(CCN1C(=O)c2cccc([N+](=O)[O-])c2C1=O)Nc1ccc(Cl)cc1,?
COc1ccc(OC)c(NC(=O)C(NS(=O)(=O)c2cccs2)C(C)C)c1 (centres undefined),i
Clc1ccc(NCn2nnc3ccccc32)nc1,i
COc1cccc(OCC(=O)Nc2c(C(=O)Nc3ccccc3F)oc3ccccc23)c1,i
O=C(Nc1c(F)cc(F)cc1Br)c1noc2c1CCC2,i
NC(=O)CO[C@@H]1CO[C@H]2[C@@H]1OC[C@@H]2NC(=O)c1cccs1,i
Fc1ccccc1N1CCC(NCCNc2cccnc2)CC1,?
CC(=O)NCCn1ccnc1-c1ccc(-c2ccco2)cc1,i
CCCCOc1ccc(C(=O)Nc2ccc(Nc3nc(C)cc(Nc4ccc(OC)cc4)n3)cc2)cc1,?

# More entries follow:
SMILES,ST2 inh
COc1ccccc1NC1=CC(=NS(=O)(=O)c2ccccc2)c2ccccc2C1=O,95%*
Cc1nn2c(=O)/c(=C/c3ccc(O)cc3)sc2nc1=O,i
CC(C)CCN1CC[C@H](c2nnc(-c3cccnc3)o2)C1,i
NS(=O)(=O)c1ccc(CCNC(=O)c2ccc(N3CCOc4ccccc43)s2)cc1,i
O=C(CCN1Cc2ccccc2C1=O)NCc1cnn2ccccc12,i
COc1ccc2oc(-c3ccccc3)c(C(N)=O)c2c1,?
O=C(CCS(=O)(=O)c1cccc2nsnc12)NC1CCCCC1,i
CCOCC1CCN(S(=O)(=O)c2sc3c(c2C(=O)O)CCNC3)CC1,i
CCc1cc(S(=O)(=O)CC)c(S(=O)(=O)CC)s1,i
CSCC[C@@H](C(=O)Nc1ccc(C(C)=O)cc1)N1Cc2ccccc2C1=O,i
Cc1cc(C)nc(SCc2nc3ccccc3n2Cc2ccccc2)n1,i
CCc1ccccc1NC(=O)CSc1nc2ccccc2c(=O)n1CCc1ccccc1,i
CSCCC(NC(=O)C1CCCCC1)C(=O)Nc1ccc(Br)c(C)c1 (centres undefined),i
COc1cc2c(cc1OC)C(c1ccc(Cl)cc1)OC1=C2C(=O)c2ccccc21 (centres undefined),47%*
O=C(Cc1c(C(=O)O)[nH]c2ccc(Cl)cc12)NCCc1ccc(Cl)cc1,i
OC(C#CC(O)(c1ccccc1)c1ccccc1)c1ccco1 (centres undefined),i
O=C(c1ccco1)N1CCN(C/C=C/c2ccccc2)CC1,i
O=C(C1=C(O)C(=O)N(CCCn2ccnc2)C1c1cccnc1)c1ccco1 (centres undefined),?
Cc1ccc(-n2nc3c(c2NC(=O)c2ccc(F)cc2)CSC3)c(C)c1,i
CCN(CC)C(=O)c1cn(C2CCN(C(=O)C3(N)CCCC3)CC2)nn1,i

# Given with each value named: 2 of the compounds above
> COc1ccc2oc(-c3ccccc3)c(C(N)=O)c2c1
  ST2 inh = ?
> Cc1nn2c(=O)/c(=C/c3ccc(O)cc3)sc2nc1=O
  ST2 inh = i

# The results go on:
SMILES,ST2 inh
O=[N+]([O-])c1cc(Cc2ccccc2)ccc1O,36%*
COc1cccc(NC(=O)c2cccc(C)c2)c1,i
CN(Cc1ccc(-n2cccn2)cc1)Cc1ccc(CO)o1,i
Cc1[nH]cnc1CN(C)CC(C)N1CCOCC1 (centres undefined),i
CCN(CC)c1ccc(C(=O)Nc2nc3ccc4nc(C)sc4c3s2)cc1,?
O=C(C1CC1)N1CCc2cc(S(=O)(=O)NCc3ccc(F)cc3)ccc21,i
NC(=O)CSC1=NN2CCCC(=O)N=C2S1,i
COCCn1cc(C(=O)N2CCN(c3ccccc3OC)CC2)c2c3ccccc3n(C)c2c1=O,i
CC1CC(=O)N(CC(=O)Nc2ccc(Br)cc2)c2ccccc2S1 (centres undefined),i
Cc1cc(C)nc(NC2=NCC(=O)N2c2ccccc2Cl)n1,i
CCc1c(C)c(C#N)c2nc3ccccc3n2c1N1CCN(CCO)CC1,?
O=c1/c(=C/c2ccncc2)sc2n1CN(c1ccc([N+](=O)[O-])cc1)CN=2,?
COc1ccc(C)cc1NS(=O)(=O)c1ccc(NS(=O)(=O)c2ccc(Cl)cc2)cc1,i
CCc1csc(CNC(=O)c2ncc[nH]2)n1,?
CN1C[C@@H](NC(=O)c2ccc(-c3ccccc3)cc2)C[C@H]1c1nc(-c2ccc(Cl)cc2)no1,i
Cc1cc(N2CCNC(C)C2)nc(-c2ccccc2)n1 (centres undefined),i
N#Cc1c(N=c2oc3ccc(Br)cc3cc2C(N)=O)sc2c1CCCC2,i
O=C1Nc2c(Br)cc(Br)cc2C1(O)N1CCOCC1 (centres undefined),i
Cn1cc(/C=C/C(=O)N(Cc2ccsc2)C(C)(C)C)cn1,?
CCN(CC)CCNC(=O)c1cn(CC)c2ccc(S(=O)(=O)N3CCOCC3)cc2c1=O,?

# Shown field by field: part of the list above
COCCn1cc(C(=O)N2CCN(c3ccccc3OC)CC2)c2c3ccccc3n(C)c2c1=O
- ST2 inh = i
CC1CC(=O)N(CC(=O)Nc2ccc(Br)cc2)c2ccccc2S1 (centres undefined)
- ST2 inh = i
CCc1c(C)c(C#N)c2nc3ccccc3n2c1N1CCN(CCO)CC1
- ST2 inh = ?

# The listing continues:
SMILES,ST2 inh
COCC1(C(=O)N2CCC(C(O)c3cccs3)CC2)CCC1 (centres undefined),i
O=C(c1coc(CN2CCN(C/C=C/c3ccccc3)CC2)n1)N1CCSCC1,i
C=CCc1ccccc1OCCN(C)C(=O)c1cnccc1C,i
COC(=O)[C@@H]1Cc2ncn(C)c2CN1C(=O)c1ccc(-c2ccccc2)cc1,i
COc1ccc(C(=O)c2c(NC(C)=O)c(C#N)c(C)n2-c2ccccc2)cc1,i
Cc1cccc2oc(-c3cccc(N=Cc4cc(C(=O)O)ccc4O)c3)nc12,i
c1ccc(N2COc3ccc4ccccc4c3C2)cc1,i
COc1ccc(C2(C(=O)N3CCCC(O)(CO)C3)CC2)cc1 (centres undefined),i
COc1cc(C2C(C(=O)Nc3ccccn3)=C(C)NC3=C2C(=O)CCC3)cc(OC)c1OC (centres undefined),i
CCCCN(CC)CCNC(=O)C1c2cc(OC)c(OC)cc2C(=O)N(C)C1c1cccs1 (centres undefined),i
O=C(Cn1cnc2ccccc2c1=O)NCCO,i
CCCC(=O)N1CCc2cc(OC)c(OC)cc2C1COc1ccc2c(C)cc(=O)oc2c1 (centres undefined),i
N#CC1C(=O)NC(=O)C([n+]2ccccc2)C1c1ccccc1 (centres undefined),i
COc1ccc(-c2nnc(NC(=O)c3ccc(S(=O)(=O)N(C)C)cc3)o2)cc1,i
Cc1ccc2c(C)nc(NC3=NC(C(=O)Nc4ccc(Br)cc4)CC(=O)N3)nc2c1 (centres undefined),?
Cc1ccc(NS(=O)(=O)c2ccc(C(C)(C)C)cc2)cn1,i
COC(=O)C1CCN(C(=O)c2cc3c(=O)n4ccccc4nc3n2C)CC1,i
Cc1cc(C(=O)N2CCCC3(CC2)CN(C)C(=O)O3)c2c(C)nn(C)c2n1 (centres undefined),?
CC1CCN(C(=O)CSc2ncnc3sc4c(c23)CCCC4)CC1,i
COc1ccc(NC(=O)c2cccnc2)cc1,i
Cc1cc(C)n(-c2cc(N3CCCC3)ccc2[N+](=O)[O-])n1,i
COC(=O)[C@]1(C)C[C@H](C(=O)N(C)Cc2ccon2)[C@H](c2ccccc2Cl)N1C,i
CCSc1nc(CC(=O)N2CCCCC2C(=O)O)cs1 (centres undefined),i
Cc1sc2nc(SC(C)C)nc(N)c2c1C,i
CC(=O)c1ccc2c(c1)Cc1cc(C(C)=O)ccc1-2,?
CCCCC(=O)Nc1ccc(F)cc1F,i
O=C1C2[C@H](C(=O)N1c1cccc(Br)c1)C1c3ccccc3C2(C(=O)O)c2ccccc21 (some centres undefined),i
Cc1c[nH]c(CNC(=O)C(C)(C)NC(=O)c2cccs2)c(C)c1=O,i
COc1ccc(S(=O)(=O)N2Cc3ccccc3CC2C(=O)N2CCOCC2)cc1 (centres undefined),i
O=C(CN1CCN(CCOCCO)CC1)Nc1ccc(OC(F)(F)Cl)cc1,i

# Fetched by compound from the list above:
SMILES,ST2 inh
O=C(CCS(=O)(=O)c1cccc2nsnc12)NC1CCCCC1,i
OC(C#CC(O)(c1ccccc1)c1ccccc1)c1ccco1 (centres undefined),i

# This is a subset; the hit share may differ from the screen's.
